Source: PubChem BioAssay
PMI act satM6P: PMI (human) activation, high substrate; AID 1216; activation factor at 20 µM; hit rate 0.34% among 190,000; coupled PMI enzyme assay, resazurin fluorescence, 20 min; stronger effect = higher value; 1 = untreated enzyme, 0 = substrate-free blank;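 active means activation factor of 2 or more at 20 µM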
Target sequence (P34949 whole entry, looked up): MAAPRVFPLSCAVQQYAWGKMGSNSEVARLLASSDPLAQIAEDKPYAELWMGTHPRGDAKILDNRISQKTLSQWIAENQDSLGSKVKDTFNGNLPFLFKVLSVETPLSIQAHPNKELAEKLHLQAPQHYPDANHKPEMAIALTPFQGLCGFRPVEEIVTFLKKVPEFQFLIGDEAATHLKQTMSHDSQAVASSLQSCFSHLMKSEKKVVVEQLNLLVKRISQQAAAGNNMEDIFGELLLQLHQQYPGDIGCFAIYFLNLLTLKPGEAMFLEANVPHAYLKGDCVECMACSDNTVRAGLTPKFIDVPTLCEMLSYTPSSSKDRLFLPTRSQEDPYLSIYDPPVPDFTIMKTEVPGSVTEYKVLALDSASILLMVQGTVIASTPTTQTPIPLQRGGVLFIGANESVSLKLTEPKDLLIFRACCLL
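Test system: human phosphomannose isomerase with PGI, G6PDH, diaphorase coupling enzymes; amount: 15 ng/mL PMI; incubation: enzyme reaction with compound 20 min at room temperature; technique: resorufin fluorescence (Ex 544/Em 590 nm) from resazurin via diaphorase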
PMI act: activators of human phosphomannose isomerase; P34949; purified human PMI, coupled resazurin fluorescence, 20 min; stronger effect = higher value; 1 = vehicle control, 0 substrate-free wells; activation factor at 20 µM; hit rate 0.005% among 190,000; AID 1214;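 active means activation factor of 2 or more at 20 µM, relative to plate controls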
Hsp70 act: switches on Hsp70 transcription; HeLa Hsp70 promoter luciferase reporter, luminescence; scaled: vehicle 0, proteasome-inhibitor control 100%; activation, % at 10 µM; hit rate 0.04% among 200,000;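 active means activation above the mean across all tested compounds plus 3 SD, cutoff set per campaign, cut at about 5.5% in these data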;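 further: 100% = MG132 at 30 µM as the positive control and 0% = DMSO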
DTT redox prof: compounds producing H2O2 with reducing agent – biochemical, NIH compound library profiling, artefact control for MLSCN library redox annotation, primary screen. activation, % at 10 µM. AID 878. DTT-dependent redox cycling H2O2, phenol red/HRP absorbance; 100% = 100 µM peroxide control, 0% = buffer. hit rate 0.03% among 200,000;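 active means activation of at least 50% relative to the plate's high and low controls in the primary single-dose screen; inactive means activation below 50%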;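 further: compound incubated with DTT at 0.8 mM final as the reducing agent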
Efa HMGR inh: blocks class II HMG-CoA reductase of Enterococcus faecalis; purified E. faecalis HMGR, NADPH absorbance 340 nm kinetic; inhibition, % at 10 µM; hit rate 0.41% among 190,000;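 active means inhibition above a set limit, the median over all tested compounds plus 3 SD, cut at about 9.5% in these data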;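 further: enzyme runs in reverse so mevalonate oxidation gives rising NADPH absorbance; 0% = complete reaction with DMSO and 100% = background rate lacking mevalonate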
S1P3 antag: antagonists of human S1P3 receptor. Q99500. inhibition, % at 4.98 µM. CHO S1P3 NFAT-BLA reporter, FRET fluorescence, antagonist mode. hit rate 0.27% among 170,000;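 active means inhibition above the plate cutoff, the mean inhibition of test wells on that plate plus 3 SD, cut at about 28% in these data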;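 further: cells challenged with S1P at its EC80 of 0.8 µM; blue over green emission ratio from cleaved BLA substrate after 4 h stimulation; 0% = S1P-stimulated wells and 100% = unstimulated DMSO-only wells; some compounds past the cut are filed as inactive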
Target sequence (Q99500 whole entry, looked up): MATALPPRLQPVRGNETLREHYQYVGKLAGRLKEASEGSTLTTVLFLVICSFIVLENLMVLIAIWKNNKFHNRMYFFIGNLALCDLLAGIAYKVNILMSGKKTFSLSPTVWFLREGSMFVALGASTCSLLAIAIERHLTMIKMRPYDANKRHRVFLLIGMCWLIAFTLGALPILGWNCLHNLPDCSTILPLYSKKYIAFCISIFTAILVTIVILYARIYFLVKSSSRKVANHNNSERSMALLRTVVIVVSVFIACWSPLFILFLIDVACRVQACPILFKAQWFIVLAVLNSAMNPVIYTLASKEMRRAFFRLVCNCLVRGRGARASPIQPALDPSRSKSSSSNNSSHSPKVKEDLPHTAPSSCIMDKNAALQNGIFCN
RAM network inh: blocks the yeast RAM network | S. cerevisiae dse1pr::URA3 reporter, 5-FOA growth OD615, 2 d; analog-sensitive cbk1-as2 kinase mutant strain | hit rate 1.8% among 190,000 | inhibition, % at 50 µM;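 active means inhibition above a set limit, 3 SD over mean compound inhibition, cut at about 8.4% in these data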;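 further: 0% = DMSO-only wells with no growth and 100% = 10 µM 1-NA-PP1 full growth; inhibition rescues growth on 5-FOA so higher OD means more RAM inhibition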
TNAP inh noacc: inhibitors of human TNAP without phosphate acceptor. P05186. purified TNAP, CDP-star luminescence, 30 min. inhibition, % at 20 µM. hit rate 0.26% among 200,000;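 active means tissue-nonspecific alkaline phosphatase inhibition above about 50% at 20 µM in the single-dose screen, limit read from the data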;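 further: 0% = DMSO negative control and 100% = EDTA positive control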
TNAP inh hiacc: TNAP (human) inhibition, high acceptor | inhibition, % at 20 µM | purified TNAP, CDP-star luminescence, 1 M DEA | hit rate 0.03% among 200,000 | P05186;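 active means over 50% inhibition of tissue-nonspecific alkaline phosphatase at 20 µM in the single-dose screen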;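 further: plate controls were DMSO wells for no effect and EDTA-quenched wells as full inhibition for full effect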
Lmaj promast: reduces viability of Leishmania major promastigotes | resazurin fluorescence viability | inhibition, % at 10 µM | hit rate 9% among 200,000; in the data active means inhibition above about 50%;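 further: promastigotes grown with compound for 44 hours at 28 °C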
* marks the source's active call; other numbers are inactive results; · = not tested or not shown; & = joins results of further samples.

Each structure is followed by: PMI act satM6P | PMI act | Hsp70 act | DTT redox prof | Efa HMGR inh | S1P3 antag | RAM network inh | TNAP inh noacc | TNAP inh hiacc | Lmaj promast
CC1(C)Oc2ccc(C#N)cc2[C@@H](N2CCCC2=O)[C@@H]1O
 : 1 | 1 | -0.2 | 0.3 | -4 | 1 | -0.3 | -9 | -1 | -3
COc1ccc(Sc2ccc(NC(=O)c3ccccc3Cl)cc2C#N)cc1
 : 1 | 1 | -0.3 | 1.5 | -12 | · | 4.3 | -10 | -7 | -7
OCC(O)CN1CCN(c2ccccc2)CC1 (stereo unspecified)
 : 1 | 1 | 0.0 | -1.1 | -5 | -2 | 2.2 | -15 | -7 | -3
CN1CCC(=C2c3ccccc3CC(=O)c3sccc32)CC1
 : 0.9&1.1 | 1&1 | -0.3&-0.1 | 0.2 | 1&6 | 4&-5 | 2.2 | -7&-12 | -2&-7 | 18
C[C@@H]1C[C@H]2[C@@H]3C[C@H](F)C4=CC(=O)C(Cl)=C[C@]4(C)[C@@]3(F)[C@@H](O)C[C@]2(C)[C@@]1(O)C(=O)CO
 : 1 | 1 | -0.2 | · | · | 2 | · | -6 | -2 | ·
Cc1oncc1C(=O)Nc1ccc(C(F)(F)F)cc1
 : 1.1 | 1.1 | -0.4 | 0.7 | -5 | 4 | -1.0 | -5 | 2 | -10
COc1cc(C)nc(-n2nc(C)cc2OC)n1
 : 1 | 1 | -0.4 | 0.3 | 1 | 4 | -0.1 | -10 | -4 | -5
CC(=O)O[C@@]12CO[C@@H]1C[C@H](O)[C@@]1(C)C(=O)[C@H](O)C3=C(C)[C@@H](OC(=O)[C@H](O)[C@@H](NC(=O)OC(C)(C)C)c4ccccc4)C[C@](O)([C@@H](OC(=O)c4ccccc4)[C@H]21)C3(C)C
 : 0.9 | 0.8 | -0.3 | · | -4 | -2 | · | -5 | -4 | ·
O=C1CCc2cc(OCCCCc3nnnn3C3CCCCC3)ccc2N1
 : 1&1 | 1&1 | 0.0&-0.1&-0.1 | -0.7 | 0&-2&3 | 13&-2&5 | -0.1 | -7&-6 | -2&1 | -5
CCCCOC(=O)c1ccc(N)cc1
 : 0.9 | 0.9 | -0.2 | 0.0 | -4 | 11 | -0.8 | -13 | -5 | -6
Cc1cc(O)c2c(c1)C(=O)c1cccc(O)c1C2=O
 : 0.6 | 0.9 | -0.4 | 3.5 | -6 | -25 | 2.3 | 17 | 18 | -7
O=C(NCCN1CCOCC1)c1ccc(Cl)cc1
 : 1 | 1 | -0.1 | 1.8 | 4 | -1 | 0.2 | -14 | -6 | -4
CCCc1cc(C(N)=S)ccn1
 : 1 | 1.1 | -0.3 | 0.5 | -1 | -36 | -0.6 | -24 | -3 | -5
C#C[C@]1(O)CC[C@H]2[C@@H]3CCC4=CC(=O)CC[C@@H]4[C@H]3CC[C@@]21CC
 : 1 | 1 | 0.7&-0.3 | · | 2&2 | -21&-17 | · | -3 | -1 | ·
C[C@]12CC[C@H]3C(=CCc4cc(O)ccc43)[C@@H]1CCC2=O
 : 0.8 | 1 | 0.0 | 0.0 | -4 | 13 | 1.4 | -10 | -3 | -1
CCN(CC)CCOC(=O)C(c1ccccc1)c1ccccc1
 : 1.2 | 1.2 | -0.3 | 4.0 | -10 | -8 | 2.1 | -4 | 1 | -4
COc1ccc(S(=O)(=O)Nc2nnc(CC(C)C)s2)cc1
 : 1 | 0.9 | 0.3 | 0.0 | -3 | · | 0.0 | -4 | -4 | -7
CN1CCN(c2c(F)cc3c(=O)c(C(=O)O)cn4c3c2SCC4)CC1
 : 1&1 | 1.1&1 | -0.1&0.0 | -0.3 | -3&2 | -19 | 1.1 | -12&-4 | -5&-6 | -9
COc1cc(C(=O)NCCCCCC(=O)O)cc(OC)c1OC
 : 1 | 0.9 | 0.0 | 2.6 | -4 | -2 | 0.1 | -6 | -2 | -8
COc1cc(NC(=O)c2cc(C3CC3)on2)c(OC)cc1Cl
 : 0.9 | 0.9 | -0.1 | -1.0 | -1 | · | 1.9 | -9 | -2 | -9

An excerpt from above in order of the PMI act satM6P value, descending.
| smiles | PMI act satM6P |
| --- | --- |
| C#C[C@]1(O)CC[C@H]2[C@@H]3CCC4=CC(=O)CC[C@@H]4[C@H]3CC[C@@]21CC | 1 |
| COc1cc(NC(=O)c2cc(C3CC3)on2)c(OC)cc1Cl | 0.9 |
| C[C@]12CC[C@H]3C(=CCc4cc(O)ccc43)[C@@H]1CCC2=O | 0.8 |

Later entries
Assay codes – A = PMI act satM6P; B = PMI act; C = Hsp70 act; D = DTT redox prof; E = Efa HMGR inh; F = S1P3 antag; G = RAM network inh; H = TNAP inh noacc; I = TNAP inh hiacc; J = Lmaj promast
structure: CN(C)CCOC(=O)C(c1ccccc1)C1(O)CCCC1 (stereo unspecified)
  A: 1.1; B: 1.1; C: 0.1; D: -0.6; E: -11; F: -1; G: 1.2; H: -4; I: 3; J: -6
structure: CCCN(CCC)C(=O)C(CCC(=O)O)NC(=O)c1ccccc1 (stereo unspecified)
  A: 1.1; B: 1.1; C: -0.1; D: 0.0; E: 2; F: 6; G: 0.6; H: -12; I: -3; J: -6
structure: Cc1ccsc1/C=C/C1=NCCCN1C
  A: 1; B: 1; C: -0.2; D: 0.1; E: 1; F: -2; G: 1.5; H: -6; I: 0; J: -7
structure: CCOc1ccc(NC(=S)N2CCC(C(O)(c3ccccc3)c3ccccc3)CC2)cc1
  A: 0.9; B: 0.8; C: -0.1; D: -0.3; E: -4; F: -12; G: -0.1; H: -4; I: 0; J: 26
structure: O=C(c1ccccc1)c1ccc2n1CCC2C(=O)O (stereo unspecified)
  A: 1; B: 1; C: -0.2; D: 0.2; E: 3; F: -8; G: 0.6; H: -7; I: -2; J: -4
structure: CCOC(=O)Nc1ccc2c(c1)N(C(=O)CCN1CCOCC1)c1ccccc1S2
  A: 0.9; B: 0.8; C: 0.1; D: -1.0; E: -8; F: 22; G: 1.1; H: -7; I: 1; J: -2
structure: O=C(O)CCCCCCCC(=O)O
  A: 1.1; B: 1.1; C: -0.2; D: -0.1; E: -12; F: -2; G: 0.8; H: -8; I: -6; J: -6

Filtered by structure: the entries above with nitrogen in an aromatic ring
Assay codes – A = PMI act satM6P; B = PMI act; C = Hsp70 act; D = DTT redox prof; E = Efa HMGR inh; F = S1P3 antag; G = RAM network inh; H = TNAP inh noacc; I = TNAP inh hiacc; J = Lmaj promast
structure: Cc1oncc1C(=O)Nc1ccc(C(F)(F)F)cc1
  A: 1.1; B: 1.1; C: -0.4; D: 0.7; E: -5; F: 4; G: -1.0; H: -5; I: 2; J: -10
structure: COc1cc(C)nc(-n2nc(C)cc2OC)n1
  A: 1; B: 1; C: -0.4; D: 0.3; E: 1; F: 4; G: -0.1; H: -10; I: -4; J: -5
structure: O=C1CCc2cc(OCCCCc3nnnn3C3CCCCC3)ccc2N1
  A: 1&1; B: 1&1; C: 0.0&-0.1&-0.1; D: -0.7; E: 0&-2&3; F: 13&-2&5; G: -0.1; H: -7&-6; I: -2&1; J: -5
structure: CCCc1cc(C(N)=S)ccn1
  A: 1; B: 1.1; C: -0.3; D: 0.5; E: -1; F: -36; G: -0.6; H: -24; I: -3; J: -5
structure: COc1ccc(S(=O)(=O)Nc2nnc(CC(C)C)s2)cc1
  A: 1; B: 0.9; C: 0.3; D: 0.0; E: -3; F: ·; G: 0.0; H: -4; I: -4; J: -7
structure: CN1CCN(c2c(F)cc3c(=O)c(C(=O)O)cn4c3c2SCC4)CC1
  A: 1&1; B: 1.1&1; C: -0.1&0.0; D: -0.3; E: -3&2; F: -19; G: 1.1; H: -12&-4; I: -5&-6; J: -9
structure: COc1cc(NC(=O)c2cc(C3CC3)on2)c(OC)cc1Cl
  A: 0.9; B: 0.9; C: -0.1; D: -1.0; E: -1; F: ·; G: 1.9; H: -9; I: -2; J: -9
structure: O=C(c1ccccc1)c1ccc2n1CCC2C(=O)O (stereo unspecified)
  A: 1; B: 1; C: -0.2; D: 0.2; E: 3; F: -8; G: 0.6; H: -7; I: -2; J: -4

This is a subset; rates above refer to the full screens.
